# Rat MKP-3 inhibitors: MKP-3 phosphatase inhibitors, primary screen, biochemical, rat enzyme, in vitro (AID 425); recombinant MKP-3 phosphatase activity, fluorescence; higher % means a stronger effect; one-dose inhibition, % at 20 µM; IC50 in µM for titrated hits; hit rate 0.17% among 110,000; in the data active = inhibition above about 50%;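 also: plate controls were vehicle for no effect and reference inhibitor for full effect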
# Hsp70 inhibitors: Hsp70 inhibitors, probe displacement, primary screen, biochemical, fluorescence polarization (AID 583) | hit rate 0.06% among 140,000 | one-dose displacement, % at 20 µM; IC50 in µM for titrated hits | Hsp70 fluorescence polarization probe displacement, mP; higher % means a stronger effect; in the data active = displacement above about 50%;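 also: plate controls were vehicle for no effect and reference ligand for full effect; a part of the inactive calls stands beside numbers as strong as those of hits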
# The depositor's hits bear a star; x = no result given; & = joins results of further samples.
# The opening five compounds as a preview:
Hsp70 inhibitors | Rat MKP-3 inhibitors | canonical_smiles
-3.0% | 3% | Cc1cc(C)cc(NC(=O)CN(c2ccccc2)S(C)(=O)=O)c1
0.3% | 2% | CC(C)CC(NC(=O)C(CC(C)C)NC(=O)OC(C)(C)C)C(=O)O (configuration not stated)
-1.3% | -1% | c1ccc(-c2cc(-c3nc4ccccc4[nH]3)c3ccccc3n2)cc1
0.4% | -4% | CCOC(=O)c1c(NC(=O)C2CCCCC2)sc(C)c1C
-1.4% | x | O=C(Nc1ccc2c(c1)OCCO2)C1CCCN(S(=O)(=O)c2cccc3nsnc23)C1 (configuration not stated)

# The whole of this part, from the first entry:
Hsp70 inhibitors | Rat MKP-3 inhibitors | canonical_smiles
-3.0% | 3% | Cc1cc(C)cc(NC(=O)CN(c2ccccc2)S(C)(=O)=O)c1
0.3% | 2% | CC(C)CC(NC(=O)C(CC(C)C)NC(=O)OC(C)(C)C)C(=O)O (configuration not stated)
-1.3% | -1% | c1ccc(-c2cc(-c3nc4ccccc4[nH]3)c3ccccc3n2)cc1
0.4% | -4% | CCOC(=O)c1c(NC(=O)C2CCCCC2)sc(C)c1C
-1.4% | x | O=C(Nc1ccc2c(c1)OCCO2)C1CCCN(S(=O)(=O)c2cccc3nsnc23)C1 (configuration not stated)
-2.3% | 3% | O=C1NC(=O)N(c2ccc(Br)cc2)C(=O)/C1=C/c1cccc([N+](=O)[O-])c1
5.7% | x | CCOC(=O)C1=C(c2ccccc2)N=C2SCC(=O)N2C1c1ccc(O)c(OC)c1 (configuration not stated)
6.5% | -2% | CCCCn1c(SCC(=O)O)nc2ccccc21
-0.8% | 0% | COCCCN1CN(S(=O)(=O)c2ccc(Cl)cc2)c2nc3ccccc3nc21
4.4% | 0% | O=C1c2ccccc2C(O)N1Cc1ccccc1 (configuration not stated)
-3.3% | -2% | CN(CC(=O)N1CC=C(c2ccccc2)CC1)S(=O)(=O)c1ccc2c(c1)c(=O)n(C)c(=O)n2C
-3.2% | 0% | COc1ccc(CCN(Cc2nc3ccccc3c(=O)[nH]2)C(=O)c2ccco2)cc1
8.1% | 0% | CN(C)c1cccc(NC(=O)c2cccc3ccccc23)c1
-2.4% | 2% | COc1c(Cl)cc(C(=O)Nc2cccnc2)cc1Cl
3.0% | x | CCCCNCc1cccn1-c1ccccc1
5.3% | -4% | COc1ccc(CCNC(=O)CN(c2ccccc2OC)S(C)(=O)=O)cc1
-1.4% | 2% | CCC(=O)N1CCc2cc(S(=O)(=O)NCCC(=O)N3CC=C(c4ccccc4)CC3)ccc21
2.8% | 0% | O=c1cc(CO)oc(CN2CCN(c3ccccc3F)CC2)c1O
-2.7% | 3% | O=C(Nc1ccccc1[N+](=O)[O-])c1cc2ccccc2o1
-0.1% | x | CCOc1ccc(CN(C)CC(=O)c2c(N)n(Cc3ccccc3)c(=O)n(CC)c2=O)cc1OC
-2.8% | 5% | COc1ccc(N2C(=O)NC(=O)/C(=C\c3ccc(C)cc3)C2=O)cc1
-4.5% | 4% | COc1ccc(NC(=O)C2C3CCC(C3)C2C(=O)O)c(OC)c1 (configuration not stated)
0.3% | 0% | Nc1nnc(SCC(=O)c2ccc([N+](=O)[O-])cc2)s1
6.2% | -12% | O=C(Nc1ccc(N2CCN(C(=O)c3ccccc3)CC2)cc1)c1ccc(Br)o1
x | -15% | CC(=O)c1cccc(NC(=O)Nc2ccc(C(=O)N3CCOCC3)cc2)c1
11% | 1% | COc1cccc(C(=O)N/N=C(/C)c2cccc(NC(=O)c3ccc(Cl)cc3)c2)c1
2.0% | 3% | O=C1N=c2ccc(Br)cc2=C1c1sc(=O)n(-c2ccc(O)cc2)c1O
4.8% | 3% | Cn1c(=O)c([N+](=O)[O-])c(NCCO)c2ccccc21
1.1% | 3% | CCCOC(=O)c1ccc(NC(=O)c2cc(Cl)c(OC)c(Cl)c2)cc1
2.3% | 0% | COc1ccccc1CNc1nc2ccccc2n1CCN1CCCCC1
2.0% | 5% | CCCNS(=O)(=O)c1ccc(C(=O)NCC2CCCO2)cc1 (configuration not stated)
1.4% | -1% | NS(=O)(=O)c1ccc(N=Cc2ccc[nH]2)cc1
0.5% | 1% | COC(=O)C1=C(C)NC2=C(C(=O)CCC2)C1c1ccc(OC)cc1OC (configuration not stated)
-2.3% | 4% | Cc1cc(/C=N/NC(=O)c2ccccn2)c(C)n1-c1cccc(Cl)c1
-0.8% | -4% | O=C(O)CSC1=NCCN1
4.3% | 3% | CC(C)(C)NC(=O)CSc1nnc(Cc2ccc3c(c2)OCO3)n1C1CCCCC1
-3.2% | x | COc1ccccc1C(=O)NC1CCCCCCC1
2.1% | 5% | COc1ccc(C2CC(=O)C3=C(C2)Nc2ccccc2NC3c2ccccc2OC(C)C)cc1OC (configuration not stated)
-1.5% | 1% | Cc1ccccc1OCC(=O)Nc1cccc(F)c1
0.7% | -4% | COCCOC(=O)C1=C(C)N(Cc2ccccc2)C(=O)NC1c1cccc(OC)c1OC (configuration not stated)
2.0% | -14% | COC(=O)c1cc(OC)c(OC)cc1NC(=O)c1c(-c2ccccc2)noc1C
-1.3% | 1% | COc1ccc(/C=C2\SC(=S)N(CC(C)C)C2=O)c(OC)c1
-5.8% | -1% | O=C(Nc1nc(-c2ccc(F)cc2)cs1)c1ccc2c(c1)OCO2
3.7% | x | CCNc1nc(NC(C)C)nc(OCC)n1
0.2% | 1% | O=C(Nc1ccc(C2CCCCC2)cc1)C1=C(O)CCn2c1nc1ccccc12
-2.3% | -5% | CN1C(=O)c2ccccc2C(C(=O)O)C1c1cn(C)c2ccccc12 (configuration not stated)
-1.6% | 5% | CCN1C(=O)c2cccc3c(S(=O)(=O)N(C)c4ccccc4)ccc1c23
5.2% | -4% | C/C=C/c1ccc(OCCCn2cncn2)c(OC)c1
-0.7% | -5% | CC1=C(C(=O)OC2CCCC2)C(c2ccc(C)o2)C2=C(CC(c3cccs3)CC2=O)N1 (configuration not stated)
2.0% | 1% | COc1ccc(OC)c(C2Sc3ccccc3NC3=C2C(=O)c2ccccc23)c1 (configuration not stated)
-1.1% | -2% | Cc1cc(NC(=O)Nc2cccc(C(F)(F)F)c2)no1
2.1% | x | Cc1cc(C)cc(N(CC(=O)N2CCOCC2)S(=O)(=O)c2ccccc2)c1
-4.1% | x | CCN(CC)c1cc(C)c2cc(NC(=O)c3ccc(Br)o3)ccc2n1
0.4% | -2% | CCN(CC)S(=O)(=O)c1ccc2c(c1)c(=O)c(C(=O)N1CCOCC1)cn2C
-5.5% | -3% | COc1ccc(CN(C(=O)c2ccco2)c2ccc(C)cc2)cc1OC
1.1% | -6% | CCOC(=O)CN(C(=O)CSc1nnc(-c2ccc(OC)c(OC)c2)o1)c1ccc(F)cc1
-58% | 3% | Oc1c(C=Nc2cccc3ccccc23)sc2ccccc12
-6.2% | 3% | CC(=O)Oc1ccc(C(=O)Nc2cccc(-c3nnc(-c4ccccc4)o3)c2)cc1
4.3% | -4% | CCCC(=O)NC(c1ccc(C)cc1)c1c(O)ccc2ccccc12 (configuration not stated)
0.2% | 0% | c1cc2c(cc1CNC13CC4CC(CC(C4)C1)C3)OCO2

# The listing continues:
Hsp70 inhibitors | Rat MKP-3 inhibitors | canonical_smiles
-7.1% | 0% | Cc1ccc(CCN2CC(C(=O)NCCN3CCCCCC3)CC2=O)cc1 (configuration not stated)
0.5% | 4% | O=c1oc2cc([N+](=O)[O-])ccc2nc1/C=C(\O)c1cccs1
1.6% | -1% | O=C(COc1ccc([N+](=O)[O-])cc1)Nc1ccc(Cl)cn1
-4.1% | -4% | O=C(COC(=O)C1=COCCO1)NCCCc1ccccc1
-2.3% | -13% | Cc1nc2ccccc2n1CC(=O)NCc1ccccc1
-4.7% | 5% | O=C(CC(c1ccccc1)c1ccccc1)Nc1ccccc1Br
1.2% | -4% | Cc1cc(C)c(NS(=O)(=O)c2ccc(Cl)c([N+](=O)[O-])c2)c(C)c1
0.6% | 2% | CCc1cccc(NC(=O)NC2CCCCC2)c1
-0.2% | 0% | Cc1ccc(C(=O)C[n+]2ccccc2C)cc1[N+](=O)[O-]
0.4% | -15% | COc1ccc(-c2nc(C#N)c(NCc3ccccc3Cl)o2)cc1OC
2.5% | x | Cc1nccn1Cc1cccc2ccccc12
0.6% | 1% | O=c1c(F)cn(C2CCCO2)c(=O)n1Cc1ccccc1F (configuration not stated)
-0.9% | 2% | O=C(C1CCCCC1)N1CCN(S(=O)(=O)c2ccc(Br)cc2)CC1
4.6% | 2% | COc1cccc(/C=C(\C#N)C(N)=O)c1
-9.3% | 2% | COC(=O)c1c(NC(=O)c2ccc(Cl)cc2Cl)sc(Cc2ccccc2)c1C
-2.6% | x | CN(C)/C=C1\C(=O)Nc2ccccc21
-0.1% | -16% | COc1ccc(OCCOCC(O)CN2CCOCC2)cc1 (configuration not stated)
0.6% | 2% | COc1ccc(CC(=O)Nc2ccc(Sc3ccc([N+](=O)[O-])cc3)cc2)cc1OC
3.6% | -15% | COc1ccc(CN(C)C2CCCCC2)cc1
-1.8% | x | O=C(Nc1ccccc1C(=O)Nc1ccc2c(c1)OCO2)c1ccco1
3.4% | 0% | CCOc1ccccc1NC(=O)c1c(NC(=O)COc2ccc(Cl)cc2)sc2c1CCC2
0.8% | -2% | Cn1c(SCC(=O)Nc2ccc(N3CCOCC3)cc2)nnc1-c1ccccc1
-4.8% | x | O=C(COC(=O)c1ccccn1)Nc1cc(Cl)ccc1Cl
1.8% | -6% | CC(=O)N1C(=O)N(C)C2C1N(C(C)=O)C(=O)N2C (configuration not stated)
-2.8% | -2% | COc1ccc(CCNC(=O)c2ccc([N+](=O)[O-])cc2)cc1OC
-0.3% | 7% | CCCCCCSC1=C(C#N)C(c2ccc(C)o2)CC(=O)N1 (configuration not stated)
0.7% | x | COc1ccc(CNC(=O)c2sc(=S)n(-c3ccc(OC)cc3)c2N)cc1
-4.7% | -5% | O=C(NC1CC2CCC(C1)N2C(=O)NC1CCCCC1)NC12CC3CC(CC(C3)C1)C2 (configuration not stated)
-0.4% | -8% | O=C(COc1ccc(-c2nnco2)cc1)NC1CCCc2ccccc21 (configuration not stated)
-1.9% | -15% | Cc1cc(C)nc(SCCS(=O)(=O)Cc2ccccc2)n1

# Five compounds already listed, ordered by count of non-hydrogen atoms, rising:
Hsp70 inhibitors | Rat MKP-3 inhibitors | canonical_smiles
-2.6% | x | CN(C)/C=C1\C(=O)Nc2ccccc21
-0.1% | -16% | COc1ccc(OCCOCC(O)CN2CCOCC2)cc1 (configuration not stated)
-0.4% | -8% | O=C(COc1ccc(-c2nnco2)cc1)NC1CCCc2ccccc21 (configuration not stated)
0.7% | x | COc1ccc(CNC(=O)c2sc(=S)n(-c3ccc(OC)cc3)c2N)cc1
0.6% | 2% | COc1ccc(CC(=O)Nc2ccc(Sc3ccc([N+](=O)[O-])cc3)cc2)cc1OC

# Next section.
Hsp70 inhibitors | Rat MKP-3 inhibitors | canonical_smiles
2.3% | x | O=C(NCc1cccs1)C1CCN(C(=O)NCc2ccccc2)CC1
-7.2%&-1.6% | -2%&2% | CCc1nnc(NC(=O)c2ccc(OC)cc2OC)s1
6.4% | 1% | Oc1ccc2[nH]c(-c3ccccc3)nc2c1CN1CCCCC1
-0.8% | -2% | O=C1C2C3C=CC(C2C(=O)N1Cc1ccccc1)C1C(=O)N(Cc2ccccc2)C(=O)C31 (configuration not stated)
-4.8% | 5% | CCCC1=NN(c2ccc([N+](=O)[O-])cc2)C(=O)/C1=C/c1cccc([N+](=O)[O-])c1
3.8% | -10% | CCOC(=O)CSc1nc2ccccc2c(=O)n1C
0.5% | -8% | Cn1c(=O)[nH]c(=O)c2c1nc(SCCN1CCOCC1)n2CCCc1ccccc1
-4.5% | 3% | CCc1nnc(NC(=O)CN2C(=O)/C(=C/c3cc(OC)c(OC)c(OC)c3)SC2=S)s1
-1.0% | 4% | O=C1c2ccccc2C(=O)C1(Nc1ccc(I)cc1)c1ccccc1
1.4% | -2% | COc1ccc(OC)c(NC(=O)C2CC(=O)n3ncnc3N2)c1 (configuration not stated)
-1.4% | 0% | CC(=O)c1ccc(N2C(=O)C=CC2=O)cc1
12% | x | CCCOc1ccc(N2C(=O)C3C(C(C)C)NC4(C(=O)c5ccccc5C4=O)C3C2=O)cc1 (configuration not stated)
-3.2% | 5% | CCOC(=O)N1CCC(N(CCOC)C(=O)Nc2ccc(Cl)cc2)CC1
-3.4% | 3% | O=C1CCCC2=C1C(c1cccnc1)Nc1ccc(C(=O)c3ccccc3)cc1N2 (configuration not stated)
0.0% | 4% | CC(C)(C)C(=O)/C=C/c1ccc(-n2nncc2C(C)(C)C)cc1
6.7% | 3% | COC(=O)c1cc(-c2ccc(OC)c(OC)c2)nc2ccccc12
2.2% | -8% | O=C(CCn1cnc2ccccc2c1=O)Nc1nc2c(s1)CCCC2
0.7% | x | CCOC(=O)c1cc(NC(=O)Nc2ccccc2OC)c(C)nc1C
2.7% | 0% | O=S(=O)(NC1CCCC1)c1ccc(S(=O)(=O)N2CCCN(Cc3ccccc3)C2)cc1
9.0% | 2% | C=CCOc1ccc(/C=C2\SC(=O)NC2=O)cc1OC
-3.0% | -2% | CCc1c(C)nc(N2CCN(Cc3ccccc3)CC2)[nH]c1=O
-1.3% | 6% | CC(=O)c1cccc(NC(=O)/C(=C/c2cccnc2)NC(=O)c2cccc(Br)c2)c1
1.6% | 0% | CCCC(NC(=O)c1ccccc1)C(=O)OCC(=O)Nc1sc2c(c1C(=O)OCC)CCCC2 (configuration not stated)
9.6% | 0% | O=C1CN(C(=O)CSc2nncn2-c2ccccc2)c2ccccc2N1
1.2% | x | C/C(=N\NC(=O)CNc1ccccc1Cl)C(C)(C)C
2.0% | 4% | O=C1NN(c2ccccc2)C(=O)/C1=C/c1ccc(OCc2ccccc2F)cc1
1.1% | 2% | CCOCCOC(=O)c1ccc(NC(=O)Nc2ccc(Cl)cc2)cc1
4.0% | 2% | O=C(CC(Nc1ccc(Br)cc1)c1ccc(F)cc1)c1ccccc1 (configuration not stated)
-6.6% | 6% | COc1ccc(C(NC(=O)/C=C\c2ccco2)c2ccc(OC)cc2)cc1

# Only part of the results is shown; the hit share may differ from the screen's.
